RGS12 GoLoco inh – RGS12 GoLoco-Gai1 interaction inhibition; P63096; Gai1:RGS12 GoLoco peptide FP, rhodamine, 10 min; Potency, µM (top dose mostly 61.6 µM), without a hit: at the top dose activity, negative = inhibition, actives largely listed as inhibitors; hit rate 0.44% among 230,000; active = well fitted inhibition curve with a large enough effect, not every such curve was filed as active; inactive = no such curve, though single readings can be large or run the other way; also: % is scaled to controls: 0 for no effect and ±100 for the full control effect; nearly all actives have a fitted effect of over 30% in size; many of its hits are not listed in these tables
Target sequence (P63096 whole entry, looked up): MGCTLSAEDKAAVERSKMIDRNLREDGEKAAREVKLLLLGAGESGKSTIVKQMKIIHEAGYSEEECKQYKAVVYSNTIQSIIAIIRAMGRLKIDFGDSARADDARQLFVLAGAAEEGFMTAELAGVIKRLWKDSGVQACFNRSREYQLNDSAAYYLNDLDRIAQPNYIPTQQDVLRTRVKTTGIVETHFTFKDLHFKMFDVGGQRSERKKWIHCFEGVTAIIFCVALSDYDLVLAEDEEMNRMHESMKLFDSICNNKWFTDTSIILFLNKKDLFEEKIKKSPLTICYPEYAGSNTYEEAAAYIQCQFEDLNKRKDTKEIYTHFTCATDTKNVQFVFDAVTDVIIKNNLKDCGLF
HTT cytoprotect – protects HTT-Q103 PC12 cells, measured by ATP | PC12 HTT-Q103 induced, cytoprotection, ATP luminescence, 40 h | Potency, µM (doses to about 56.4 µM), for the others: cytoprotection (ATP increase), hits mostly activators | hit rate 0.14% among 230,000;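 also: % of control where 0% means no effect; nearly all actives have a fitted effect of over 45% in size; toxic huntingtin expression switched on by the ecdysone agonist tebufenozide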
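Compounds added alongside 100 nM tebufenozide, which induces toxic Q103 huntingtin exon 1-GFP in stable PC12 cells; surviving cells quantified by luminescent ATP measurement. Medium: phenol red-free DMEM, 5% equine and 5% calf serum.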
GAA spleen mod – lysosomal alpha-glucosidase (human) modulation. P10253. human spleen homogenate, 4-MU-alpha-glucoside fluorescence. Potency, µM (doses to about 79.9 µM), for the others: at the highest dose activity change, negative = inhibition, most hits filed as inhibitors. hit rate 0.006% among 240,000. AID 2112;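 also: 0% = enzyme with vehicle and -100% = no enzyme basal signal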
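Compounds were titrated against alpha-glucosidase in spleen homogenate at pH 5.0, with 1 mM 4-methylumbelliferyl substrate for 40 min at 37 C. Reactions were quenched with pH 10 NaOH/glycine and fluorescence measured.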
HttQ103 aggreg – mutant huntingtin aggregation inhibition; PC12 HttQ103-GFP aggregates, Acumen cytometry, 40 h; Potency, µM (series often up to 46.1 µM), for inactives: top-dose activity change, negative = inhibition, usual class: inhibitors; hit rate 1.1% among 220,000; also: % is scaled to controls: 0 for no effect and ±100 for the full control effect; nearly all actives have a fitted effect of over 60% in size
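Ecdysone-promoter PC12 model expressing HTT exon 1 Q103 fused to GFP, induced by tebufenozide at 100 nM final. Compounds titrated; aggregates sized 1–25 µm scored on a 488 nm laser cytometer.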
IMPase Li inh – cell-permeable IMPase inhibitors with lithium potentiation. CHO-M1 cells, IP1 TR-FRET (IP-One), carbachol + lithium. Potency, µM (series often up to 59.4 µM), for the others: at the highest dose activity, negative = IMPase inhibition, most hits filed as inhibitors. hit rate 0.35% among 210,000. AID 1457;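 also: IP1 builds up when IMPase is blocked and the TR-FRET signal falls; plate controls were basal vehicle for no effect and high inhibitor control for full effect; nearly all actives have a fitted effect of over 50% in size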
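CHO cells stably expressing M1 receptor (2000/well) were cultured 16–30 h, then exposed to compounds with a small lithium addition for 30 min at 37C. IP1 was measured by TR-FRET competition; AC50 from Hill fits.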
GAA inh – inhibitors of human lysosomal alpha-glucosidase | P10253 | purified human GAA, 4-MU-alpha-glucoside fluorescence | Potency, µM (top dose mostly 76.9 µM), for the others: at the highest dose activity change, negative = inhibition, hits mostly inhibitors | hit rate 0.005% among 200,000 | AID 1466;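 also: plate controls were uninhibited enzyme wells for no effect and no-enzyme background for full effect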
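AC50 values come from Hill fits of compound titrations (up to 77 uM) against 4 nM human enzyme. Substrate 4-methylumbelliferyl-alpha-D-pyranoside at 400 uM, pH 5.0 citrate buffer, 20 min room temperature; fluorescence Ex 365/Em 440 after alkaline stop.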
GAA glycogen – inhibitors or activators of human alpha-glucosidase glycogen cleavage; hit rate 0.38% among 300,000; P10253; Potency, µM (highest dose often 76.4 µM), without a hit: at the top dose activity change, negative = inhibition, usual class: inhibitors; recombinant GAA, glycogen substrate, Amplex Red glucose oxidase fluorescence;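 also: 0% = full enzyme reaction and -100% = no-enzyme basal signal; the screen sought inhibitors and activators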
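Natural-substrate format: glycogen cleavage by 4 nM human enzyme, glucose read by Amplex Red coupling (Ex 573, Em 610 nm). Normalized to enzyme and no-enzyme controls.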
* marks the source's active call; other numbers are inactive results; u = inconclusive; x = not tested or not shown; [ ] = dose if it differs, or a comment. Unless noted, calls follow the shape of the dose curve; as a rule, active = well fitted curve in the direction sought with a large enough effect; inconclusive = small, poorly fitted or top-dose-only effect, or another doubt; inactive = no such curve, though single readings can be large; an effect the other way counts as inactive or inconclusive. Potency is read from the fitted curve at half-maximal effect. Not all compounds are listed; count on the stated rates, not on these rows.

cpd	mol	RGS12 GoLoco inh	GAA inh	IMPase Li inh	HttQ103 aggreg	GAA glycogen	HTT cytoprotect	GAA spleen mod
1	COc1c(Br)cc([N+](=O)[O-])c(OC)c1C(=O)NC(=O)Nc1nc(C)cc(C)n1	7%	6%[15.4 µM]	x	-9%[9.22 µM]	3%	3%[10 µM]	3%
2	Cc1ccc(C(=O)CC(=O)c2cccc(F)c2)c(O)c1	8%	-3%	16%[38.3 µM]	22µM*	3%	37%	-5%
3	CCCCC/C=C\C/C=C\C/C=C\CCCCCCC(=O)NCCCC(=O)O	1%	x	3%	x	x	-34%[inhibitor]	1%
4	COc1ccc(-c2nnc3sc(-c4ccc(Br)o4)nn23)cc1OC	-1%	5%	1%[38.3 µM]	4%[9.22 µM]	-3%	-16%[0.074 µM]	5%
5	Cc1cc(C)n(-c2cc(Oc3ccccc3)ncn2)n1	-25%	-25%	28%[38.3 µM]	17%	-2%	1%	-1%
6	CCOCCCN1CN(Cc2ccccc2)CNC1=S	-1%	-4%	1%	8%	-5%	15%[10 µM]	0%
7	COc1cccc(C2OC(=O)c3ccccc3N2C(C)=O)c1OC(C)=O (centres undefined)	7%	4%	14%[38.3 µM]	u	8%	1%	-2%
8	NS(=O)(=O)c1ccc(CNC(=S)NC2CC2)cc1	-7%	-3%	x	-1%	8%	-8%	-6%
9	O=[N+]([O-])C1=C(Nc2cccc3ccccc23)CS(=O)(=O)C1	-1%	-15%	18%[38.3 µM]	32%	16%	1%[10 µM]	-1%
10	O=C(Nc1ccc2nc(SCc3ccc(Cl)cc3)sc2c1)c1ccccc1C(=O)N1CCOCC1	9%	u	21%[38.3 µM]	29%	-10%	-30%	-6%
11	Cc1nn2c(NCc3ccccn3)cc(C(C)(C)C)nc2c1-c1ccccc1	8%	x	x	-6%[9.22 µM]	2%	-1%[10 µM]	4%
12	O=C(NNC(=O)C12CC3CC(CC(C3)C1)C2)c1ccco1	6%	11%	4%	0%[9.22 µM]	-17%	-11%[10 µM]	-5%
13	CCCCNc1nc2ccccc2[nH]1	9%	-1%	24%[38.3 µM]	0%	5%	7%	-5%
14	O=S(=O)(c1ccc(S(=O)(=O)N2CCOCC2)cc1)N1CCCC1	9%	4%	0%	-40%[9.22 µM]	14%	28%[10 µM]	-5%
15	CC(=O)N1N=C(c2ccco2)CC1c1ccc(C)cc1 (centres undefined)	6%	-4%	6%	25%	-1%	x	3%
16	CCN1CC2=C(OC(N)=C(C#N)C2c2ccccc2)/C(=C\c2ccccc2)C1 (centres undefined)	68%[activator]	-10%	24%[38.3 µM]	24%	-2%	1%	-8%
17	COc1ccc(C)cc1NC(=O)c1cc2c(s1)CCC2	-7%	0%	13%	-9%	10%	-39%[10 µM]	-5%
18	COc1ccc(CCNC(=O)CCCCn2c(=O)[nH]c3ccccc3c2=O)cc1OC	3%	-2%	1%[38.3 µM]	-4%	7%	3%	1%
19	Cc1cc(Oc2cc(N)cc([N+](=O)[O-])c2)ccc1Cl	-3%	4%	-6%	-2%	-1%	-41%[10 µM]	7%
20	CCN(CC)S(=O)(=O)c1cccc(NC(=O)/C=C/c2ccc([N+](=O)[O-])cc2)c1	-24%	6%	6%	-3%	14%	-8%[10 µM]	-1%
21	Cc1nnc(NC(=O)Cc2cccs2)s1	3%	3%	2%[38.3 µM]	u	-15%	6%	0%
22	COC(=O)c1c(NC(=O)CSc2nc(-c3ccco3)cc(C(F)(F)F)n2)sc2c1CCCC2	2%	-4%	1%[38.3 µM]	-6%	1%	13%	5%
23	CC1=NNC(=O)C1CCC(=O)N/N=C/c1ccc(Cl)cc1Cl (centres undefined)	7%	x	x	-33%[9.22 µM]	u	-19%[10 µM]	-1%
24	CCCn1nc(C(=O)OCC(=O)c2c(N)n(C)c(=O)n(C)c2=O)c2ccccc2c1=O	8%	0%	8%	-10%	-4%	-28%	6%

A draw from above in order of SMILES length, smallest number first:
cpd	mol	RGS12 GoLoco inh	GAA inh	IMPase Li inh	HttQ103 aggreg	GAA glycogen	HTT cytoprotect	GAA spleen mod
13	CCCCNc1nc2ccccc2[nH]1	9%	-1%	24%[38.3 µM]	0%	5%	7%	-5%
21	Cc1nnc(NC(=O)Cc2cccs2)s1	3%	3%	2%[38.3 µM]	u	-15%	6%	0%
17	COc1ccc(C)cc1NC(=O)c1cc2c(s1)CCC2	-7%	0%	13%	-9%	10%	-39%[10 µM]	-5%
15	CC(=O)N1N=C(c2ccco2)CC1c1ccc(C)cc1 (centres undefined)	6%	-4%	6%	25%	-1%	x	3%
19	Cc1cc(Oc2cc(N)cc([N+](=O)[O-])c2)ccc1Cl	-3%	4%	-6%	-2%	-1%	-41%[10 µM]	7%
23	CC1=NNC(=O)C1CCC(=O)N/N=C/c1ccc(Cl)cc1Cl (centres undefined)	7%	x	x	-33%[9.22 µM]	u	-19%[10 µM]	-1%
14	O=S(=O)(c1ccc(S(=O)(=O)N2CCOCC2)cc1)N1CCCC1	9%	4%	0%	-40%[9.22 µM]	14%	28%[10 µM]	-5%
11	Cc1nn2c(NCc3ccccn3)cc(C(C)(C)C)nc2c1-c1ccccc1	8%	x	x	-6%[9.22 µM]	2%	-1%[10 µM]	4%
18	COc1ccc(CCNC(=O)CCCCn2c(=O)[nH]c3ccccc3c2=O)cc1OC	3%	-2%	1%[38.3 µM]	-4%	7%	3%	1%
16	CCN1CC2=C(OC(N)=C(C#N)C2c2ccccc2)/C(=C\c2ccccc2)C1 (centres undefined)	68%[activator]	-10%	24%[38.3 µM]	24%	-2%	1%	-8%
22	COC(=O)c1c(NC(=O)CSc2nc(-c3ccco3)cc(C(F)(F)F)n2)sc2c1CCCC2	2%	-4%	1%[38.3 µM]	-6%	1%	13%	5%
20	CCN(CC)S(=O)(=O)c1cccc(NC(=O)/C=C/c2ccc([N+](=O)[O-])cc2)c1	-24%	6%	6%	-3%	14%	-8%[10 µM]	-1%

New compounds follow
cpd	mol	RGS12 GoLoco inh	GAA inh	IMPase Li inh	HttQ103 aggreg	GAA glycogen	HTT cytoprotect	GAA spleen mod
25	O=C(Cn1cc(-c2nnnn2-c2ccc(Cl)cc2)c(=O)c2ccccc21)c1ccccc1	1%	-6%	6%[38.3 µM]	15%	-10%	-10%	-1%
26	Cc1[nH]c2ccccc2c1-c1cc(-c2cc(-c3c(C)[nH]c4ccccc34)nc(N)n2)nc(N)n1	7%[14.2 µM]	x	-7%	x	x	12%[10 µM]	x
27	Cc1ccc(NC(=S)N(CCN2CCOCC2)Cc2cc3cc4c(cc3[nH]c2=O)OCO4)cc1	13%	2%	13%	6%[9.22 µM]	-8%	22%[10 µM]	-1%
28	O=c1cc(CSc2ccccn2)c2ccccc2[nH]1	3%	3%	22%[38.3 µM]	-6%	2%	12%	-14%
29	COC(=O)C(C)NC(=O)COc1ccc2ccccc2c1 (centres undefined)	-6%	2%	0%	14%	10%	-11%	-1%
30	O=C(CSc1ncnc2sccc12)Nc1ccccc1	12%	-1%	3%	3%[9.22 µM]	20%	12%[10 µM]	3%
31	Cc1ccc(CNC(=O)COC(=O)Cc2ccc(-c3ccccc3)cc2)cc1	10%	0%	4%	-10%	3%	11%[10 µM]	3%
32	CN(C)S(=O)(=O)Oc1ccc(Cl)cc1C(=O)Nc1cccc(C(F)(F)F)c1	-10%	0%	5%[38.3 µM]	-15%	1%	-10%	-9%
33	CC1CCN(CC(=O)Nc2sc3c(c2C#N)CCC3)CC1	x	-3%	x	16%	-9%	8%[1.9 µM]	3%
34	O=C(O)CCCC(=O)N1N=C(c2ccccc2)CC1c1cccs1 (centres undefined)	6%	x	x	u	3%	1%[10 µM]	3%
35	O=S(=O)(c1ccc(Cl)cc1)n1ccc(-c2cccc(OCc3c(F)cccc3Cl)c2)n1	2%	6%	8%[38.3 µM]	-13%	-4%	35%	-4%
36	COc1ccc([C@@H]2C(C#N)=C(N)S[C@@H](c3ccccc3)[C@@H]2[N+](=O)[O-])cc1	-3%	-26%	13%	-1%	10%	x	1%
37	CN(C)C(CNC(=S)Nc1ccc(Cl)cc1)c1cccnc1 (centres undefined)	5%	-6%	-15%	7%	-9%	-13%	12%
38	Cc1c(NC(=O)c2ccc(N(C)S(C)(=O)=O)cc2)c(=O)n(-c2ccccc2)n1C	7%	-7%	2%	11%	2%	x	9%
39	C/C(CC(=O)Nc1cc(C)ccn1)=N\NC(=O)C(=O)Nc1cccc(C)c1	3%	5%	-3%	-15%	-27%	5%[10 µM]	2%
40	CCSc1nnc(-c2cc3c(s2)-c2ccccc2CC3)o1	2%	u	6%[38.3 µM]	3%	1%	x	u
41	O=C(/C(=N\Nc1ccccc1)Sc1nnnn1-c1ccccc1)c1ccccc1	4%	9%	14%	-1%	-3%	8%[10 µM]	3%
42	CCN(CC)c1nc(C#N)cc(-c2ccc(OC)cc2)n1	1%	4%	-2%[38.3 µM]	-4%	-2%	-31%	-2%
43	O=C(NCc1ccc(S(=O)(=O)Nc2ccccc2Cl)s1)c1ccccc1	15%	0%	x	-9%[9.22 µM]	3%	0%[10 µM]	6%
44	COCCCNC(=S)N1CCN(c2nc3ccccc3s2)CC1	0%	6%	6%	6%[9.22 µM]	-1%	2%[10 µM]	7%
45	C[C@H](NC(=O)c1ccccc1Cl)C(=O)OCC(=O)N1CC2(C)CC1CC(C)(C)C2 (some centres undefined)	-3%	-6%	3%	4%	-2%	-14%[10 µM]	-6%
46	O=C(Cc1ccccc1F)NCC(c1ccco1)N1CCCCC1 (centres undefined)	31%[activator]	10%	19%	-2%	3%	1%	-4%
47	Cc1cc(C(=O)Nc2sc(C)c(C)c2C#N)c(C)o1	20%	-8%	9%[38.3 µM]	-3%	5%	3%[1.9 µM]	-1%
48	CCOc1c2ccc(C(=O)NCc3ccc4c(c3)OCO4)cc2nn1CC	6%	-11%	-30%[38.3 µM]	20%	-2%	12%	5%
49	Cc1cccc(C)c1NC(=O)COC(=O)c1cc(=O)c2ccccc2o1	-2%	x	x	-9%[9.22 µM]	7%	13%[10 µM]	-2%
50	Cc1cccc(-n2c(CNC(=O)c3cccc([N+](=O)[O-])c3C)n[nH]c2=S)c1	8%	3%	3%	5%	-13%	-37%[inhibitor]	4%

Compound activity: PubChem BioAssay, National Center for Advancing Translational Sciences (NCATS)
